PLAP act – human PLAP activation | P05187 | purified PLAP enzyme, luminescent substrate read-out; active compounds read high | activation fold at 20 µM | 96,000 compounds, 1.2% hits | AID 696; in the data active = activation fold above about 2
Target sequence (P05187 whole entry, looked up): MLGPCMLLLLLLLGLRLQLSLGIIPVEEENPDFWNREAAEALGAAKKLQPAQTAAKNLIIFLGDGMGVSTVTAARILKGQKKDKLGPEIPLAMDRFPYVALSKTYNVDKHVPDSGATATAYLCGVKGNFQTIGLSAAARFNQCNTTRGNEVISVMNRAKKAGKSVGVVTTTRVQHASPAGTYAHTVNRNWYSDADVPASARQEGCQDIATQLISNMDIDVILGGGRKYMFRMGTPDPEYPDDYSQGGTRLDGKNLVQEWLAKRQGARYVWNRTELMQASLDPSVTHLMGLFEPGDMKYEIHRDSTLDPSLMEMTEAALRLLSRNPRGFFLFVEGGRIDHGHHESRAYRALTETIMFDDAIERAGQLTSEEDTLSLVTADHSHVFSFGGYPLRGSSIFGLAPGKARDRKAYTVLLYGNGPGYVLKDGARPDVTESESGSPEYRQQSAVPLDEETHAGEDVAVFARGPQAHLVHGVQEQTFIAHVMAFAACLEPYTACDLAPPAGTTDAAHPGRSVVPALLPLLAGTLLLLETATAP
CD11b adhes inh – blocks human CD11b/CD18 adhesion to fibrinogen; 93,000 compounds, 0.54% hits; inhibition, % at 10 µM; K562 CD11b/CD18 adhesion to fibrinogen, ATPlite luminescence; Mn2+ added to activate the integrin; AID 1497;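 active = primary inhibition of 50% or more at 10 µM, then 40% or more on retest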; note: some results filed as inactive read as strong as hits
* = called active by the depositor. A portion of the library; count on the stated rates, not on these rows.

SMILES	PLAP act	CD11b adhes inh
N#CC(C(=O)NC1CCCCC1)c1nc2ccccc2nc1N1CCOCC1 (centres undefined)	1.1	-11.1
CC(SCCc1ccccn1)C(=O)O (centres undefined)	0.9	-6.3
Cc1oc(-c2ccc3c(c2)OCCO3)cc1C(=O)O	1.2	14.5
CCN(CC)S(=O)(=O)c1ccc(-c2nnc(SCC(=O)N3CCc4ccccc43)o2)cc1	1.1	6.6
Cn1c(=O)c2c(nc(CN3CCN(Cc4ccccc4)CC3)n2Cc2cccc(Cl)c2)n(C)c1=O	1.4	13.1
O=C(OCc1cc(=O)n2c(n1)sc1ccccc12)c1ccc2c(=O)n3c(nc2c1)CCC3	1.4	-6.0
CCOc1cccc(-c2nnc3sc(-c4ccco4)nn23)c1	0.9	6.6
c1ccc2nc3c(nc2c1)[nH]c1ccccc13	1	-3.8
C=CCn1c(=O)c2ccccc2n2c(SCc3c(C(=O)OCC)oc4ccccc34)nnc12	1.7	12.5
CCN1CCN(Cc2nc3c(c(=O)n(C)c(=O)n3C)n2CCCc2ccccc2)CC1	1.3	1.9
Cc1nn(-c2ccccc2)c2sc(C(=O)OCC(=O)N3CCCCC3)cc12	1	-3.1
COc1ccc(OC)c(CC(NC(C)=O)C(=O)NC2CCN(c3nc(C)cc(C)c3C#N)CC2)c1 (centres undefined)	1.6	44.7
Cc1ccc(-c2nn3c(C)nnc3s2)cc1NC(=O)c1ccc(-c2ccc(Cl)cc2Cl)o1	1.2	7.7
C=CCn1c(=O)c(C(=O)Nc2ccccc2OC)c(O)c2ccccc21	1.4	-8.5
O=C(NC1c2ccccc2-c2ccccc21)N1CCOCC1	0.9	-8.5
N=c1c(C(=O)NCc2ccccc2)cc2c(=O)n3ccccc3nc2n1CCCN1CCOCC1	1.6	-0.6
Cc1csc2ncc(C(=O)Nc3cccc(C(F)(F)F)c3)c(=O)n12	1.1	-12.6
CCn1cc(C(=O)NCc2ccccc2OC)c(=O)c2ccc(C)nc21	1	-0.1
Cn1c(=O)c2c(nc(SC3C(=O)CC(C)(C)CC3=O)n2C)n(C)c1=O	1.1	1.6
Cc1noc(C)c1COC(=O)c1cc2c(C)nn(-c3ccc(F)cc3)c2s1	0.8	-5.0
COc1nc2c(C)cccc2cc1-c1noc(-c2ccncc2)n1	1.1	5.3
Cc1cccc2cc(CN(CC3CCCO3)S(=O)(=O)c3ccccc3)c3nnnn3c12 (centres undefined)	0.9	-6.3
CC(=O)c1cnc(Nc2nc(C)c3cccc(C)c3n2)nc1C	1	-8.3
CCCCn1c(SCN2C(=O)c3ccccc3C2=O)nc2cc(S(N)(=O)=O)ccc21	1.8	-13.5
CCOC(=O)c1[nH]c(COC(=O)CCCOc2ccccc2)c(C(=O)OCC)c1C	1.4	-18.1
CN1C(=O)c2oc3ccccc3c(=O)c2C1c1ccncc1 (centres undefined)	0.8	3.4
CCCCn1c(=O)c2c(c3ccccc31)OCC(=O)N2	1	-15.3
Cc1ccc(N2CCCn3c2nc2c3c(=O)n(CC(=O)OCc3ccccc3)c(=O)n2C)cc1C	1.6	-2.3
Fc1cccc(CN2CCCCCCC2)c1	1.2	-2.6
COc1ccc(NC(=O)c2cc(OC)c(OC)cc2OC)c(S(=O)(=O)N2CCOCC2)c1	1	-2.7

Record cards, from the list above. Order of values: PLAP act | CD11b adhes inh
N=c1c(C(=O)NCc2ccccc2)cc2c(=O)n3ccccc3nc2n1CCCN1CCOCC1 is entered as 1.6 | -0.6
Cc1csc2ncc(C(=O)Nc3cccc(C(F)(F)F)c3)c(=O)n12 is entered as 1.1 | -12.6
Cn1c(=O)c2c(nc(SC3C(=O)CC(C)(C)CC3=O)n2C)n(C)c1=O is entered as 1.1 | 1.6
CCn1cc(C(=O)NCc2ccccc2OC)c(=O)c2ccc(C)nc21 is entered as 1 | -0.1
Cc1ccc(N2CCCn3c2nc2c3c(=O)n(CC(=O)OCc3ccccc3)c(=O)n2C)cc1C is entered as 1.6 | -2.3

Later entries:
SMILES	PLAP act	CD11b adhes inh
COCC(C)n1c(C)cc(C(=O)COC(=O)c2c(NC(C)=O)sc(C)c2C)c1C (centres undefined)	1.4	22.2
COc1ccc(S(=O)(=O)N2CCN(C(=O)c3cccs3)CC2)cc1OC	1	-2.6
Cc1ccc(-n2nc(C)c(C3C(C#N)=C(N)OC4=C3C(=O)CCC4)c2Cl)cc1 (centres undefined)	1.2	3.1
CCc1ccc2[nH]c(=O)c(CN(CCO)C(=O)NCc3ccccc3)cc2c1	1.2	-7.0
CCOC(=O)c1ccc(NC(=O)c2c(O)c3ccccc3n(C)c2=O)cc1	1	3.5
CCCCn1c(Oc2ccc(C(=O)OC)cc2)nc2c1c(=O)n(C)c(=O)n2C	1.1	-4.0
CCN(C(=O)CN1CCCc2ccccc21)c1c(N)n(Cc2ccccc2)c(=O)[nH]c1=O	1.1	0.5
Cc1cc(C)nc(-n2nc(C)cc2NC(=O)c2cccc(S(=O)(=O)N(C)C)c2)n1	1.4	-10.2
CC(C)Cc1nc(N2CCN(C(=O)Cc3ccccc3)CC2)c(C#N)c2c1COC(C)(C)C2	1.1	6.2
Cc1cc(C)c2c(n1)nn1c(NCCCn3ccnc3)cc(C)nc21	2.5*	-11.4
COc1cccc(C2C(C(=O)c3sc(C)nc3C)=C(O)C(=O)N2CCN(C)C)c1OC (centres undefined)	0.9	-8.2
Cc1ccccc1NC(=O)c1c(O)c2cccc3c2n(c1=O)CC3	0.7	-1.8
CCOC(=O)N1CCN(C(=O)COc2ccc(S(=O)(=O)NC(C)C)cc2)CC1	1.2	-8.3
CC(C)(C)NCC(O)COc1ccccc1C(C)(C)C (centres undefined)	0.8	-13.9
O=C(NCCc1ccc(Cl)cc1)c1cnc2n(c1=O)CCS2	0.9	-42.7

Four entries out of the list above, arranged by their value in PLAP act, low to high:
SMILES	PLAP act	CD11b adhes inh
CC(C)(C)NCC(O)COc1ccccc1C(C)(C)C (centres undefined)	0.8	-13.9
CC(C)Cc1nc(N2CCN(C(=O)Cc3ccccc3)CC2)c(C#N)c2c1COC(C)(C)C2	1.1	6.2
CCc1ccc2[nH]c(=O)c(CN(CCO)C(=O)NCc3ccccc3)cc2c1	1.2	-7.0
COCC(C)n1c(C)cc(C(=O)COC(=O)c2c(NC(C)=O)sc(C)c2C)c1C (centres undefined)	1.4	22.2

Going on with the list:
SMILES	PLAP act	CD11b adhes inh
O=C(CN(C(=O)CCC(=O)Nc1ccccn1)c1ccc2c(c1)OCCO2)NCCc1ccccc1	1.2	3.0
Cc1cc(C)n2nc(CCc3nc4nc(C)cc(C)n4n3)nc2n1	1	-0.2
Cc1cccc(-n2ncc3c(Nc4ccc(F)cc4)ncnc32)c1	0.9	-32.5
C=CCn1c(NC(=O)c2ccco2)c(S(=O)(=O)c2ccccc2)c2nc3ccccc3nc21	1.6	0.3
Cc1csc(NC(=O)c2c(O)c3cccc4c3n(c2=O)CCC4)n1	1.5	-2.5
COc1cc2nc(C)sc2cc1SC	1.1	18.7
CCn1c2ccccc2c2nnc(SCc3cc(=O)n4ccsc4n3)nc21	1.5	-20.6
Fc1ccc(Nc2nc(N3CCOCC3)c3ccccc3n2)cc1	1	-0.1
COc1ccc(C2C(C(=O)c3cc4cccc(OC)c4o3)=C(O)C(=O)N2CCCN(C)C)cc1OC (centres undefined)	1.5	-1.3
S=P(c1ccc(N2CCOCC2)cc1N1CCOCC1)(N1CCOCC1)N1CCOCC1	1.6	-8.5
COc1cc2nc(CN3CCN(c4ncc(C(F)(F)F)cc4Cl)CC3)[nH]c(=O)c2cc1OC	1.3	51.2
COCc1[nH]nc2c1C(c1ccccc1OC)C(C#N)=C(N)O2 (centres undefined)	1	16.6
Cc1ccc(/C(O)=C2\C(=O)C(=O)N(CCN(C)C)C2c2ccccc2F)cc1 (centres undefined)	1	-4.1
CCOC(=O)c1c(C)oc2c1c(C(c1cccnc1)N1CCN(C)CC1)c(O)c1ccccc12 (centres undefined)	1.5	45.3
CCC(C)Sc1nc2c(c(=O)[nH]c(=O)n2C)n1Cc1ccccc1Cl (centres undefined)	1.1	9.3
CCCc1nc2oc3c(NCCN4CCOCC4)ncnc3c2c2c1CCCC2	1.6	-3.7
CCCn1c(=O)c2ccccc2n2c(SCN3C(=O)c4ccccc4C3=O)nnc12	1.2	-31.4
COc1ccc(CN(Cc2cc3ccc(C)cc3[nH]c2=O)Cc2nnnn2C2CCCC2)cc1	1.5	8.3
CCOc1cccc(-c2nnc3sc(-c4cc(OC)c(OC)cc4OC)nn23)c1	1	0.5
c1nc(NCCN2CCOCC2)c2sc3nc(N4CCOCC4)c4c(c3c2n1)CCC4	1.6	0.6
CCCn1nc(NS(=O)(=O)c2ccccc2)c2cc3ccccc3nc21	1	-2.2
CC(=O)c1ccc(Nc2nc(C)nc3c2oc2ccccc23)cc1	0.9	0.9
CNC(=O)c1cc2c(=O)n3cc(C)ccc3nc2n(Cc2ccco2)c1=N	1.3	-11.0
Cc1ccnc(NC(=O)CCC(=O)N(CC(=O)NC2CCCCC2)Cc2ccc3c(c2)OCO3)c1	1.4	-1.9
CCOC(=O)N1CCN(c2ncnc3c2oc2nc(C)c4c(c23)CC(C)(C)OC4)CC1	1.5	14.8
CC1(C)Cc2c(sc3c2c(=O)n(Cc2ccccc2)c2nncn32)CO1	1.4	-7.6
Cc1ccc(-c2nn3c(-c4cccc(Cl)c4)nnc3s2)cc1	0.9	3.0
O=C(Nc1cccnc1N1CCOCC1)c1cc2ccccc2oc1=O	0.9	-1.8
O=C(c1cccc2c1-c1ccccc1/C2=N/O)N1CCCCC1	0.9	-6.2
CCN(CC)CCCN1C(=O)C(=O)/C(=C(/O)c2ccc3c(c2)OCCO3)C1c1ccc(C)o1 (centres undefined)	1.5	-11.9
CCOc1ccc(-c2nn3c(-c4ccc(OC)cc4)nnc3s2)cc1	1.3	4.4
O=C(CSc1nnc(-c2cccs2)o1)OCc1ccccc1	0.9	32.5
Cc1ccc(N2CCN(c3cc(C)nc4c5c(C)cc(C)nc5nn34)CC2)cc1	0.9	-5.6
COc1cc(C(=O)Nc2cc(-c3ccccc3)[nH]n2)cc(OC)c1OC	2.3*	-4.9
O=C(NCC1COc2ccccc2O1)C1CCCN(S(=O)(=O)c2cnc[nH]2)C1 (centres undefined)	1.3	-0.5
COc1ccc(CNC(=O)c2cc3c(=O)n4ccccc4nc3n(CC3CCCO3)c2=N)cc1 (centres undefined)	1.5	-12.1
CCOc1ccc2[nH]c(=O)c(CN(C(=O)N3CCOCC3)C3CC3)cc2c1	1.2	18.2
Cc1nc(N2CCN(c3ccccc3)CC2)c2c3c(sc2n1)CCC3	1.5	-16.2
O=C(NC1=NCCS1)c1cc(-c2ccccc2)nn1-c1ccccc1	1	-9.1
COc1nnnc2c1sc1nc(N3CCOCC3)c3c(c12)CC(C)(C)OC3	1.1	4.0
Cc1cc(NC(=O)CSc2ncnc3sc4c(c23)CCC(C)C4)no1 (centres undefined)	0.4	-14.8
COc1ccccc1NS(=O)(=O)c1ccc(Cl)cc1	1.2	8.3
Cc1nn(-c2ccc(Cl)cc2)c2sc(C(=O)N3CCN(C(=O)c4ccco4)CC3)cc12	0.9	-10.6
COc1ccc(CC(NC(C)=O)C(=O)NC2CCN(c3c4c(nc5ncnn35)CCC4)CC2)cc1 (centres undefined)	1.4	71.2
O=C(Nc1ccc(N2C(=O)C3C4C=CC(C4)C3C2=O)cc1)Nc1nncs1 (centres undefined)	1.1	-0.4
Cc1ccccc1-n1c(-c2ccncc2)n[nH]c1=S	0.7	-23.5
Cc1nc2sc(C(c3ccco3)N3CCN(C(c4ccccc4)c4ccccc4)CC3)c(O)n2n1 (centres undefined)	1.6	-52.3
COC(=O)Cn1c2c(c3cc(C)ccc31)CCCC2	1.3	11.1
O=c1c2cccc3c(N4CCOCC4)ccc(c32)c2nc3ccccc3n12	1.1	5.0
Cn1cccc1-c1cc(C(=O)O)[nH]n1	0.9	-10.3
CCOC(=O)c1c(-c2ccc(C)s2)csc1NC(=O)c1ccco1	0.9	7.2
COc1cc(C2c3c(oc4ccccc4c3=O)C(=O)N2CCN2CCOCC2)cc(OC)c1OC (centres undefined)	1.7	-4.0
Cc1nc2cc(S(=O)(=O)C(F)(F)F)ccc2s1	1	12.4
c1ccc(-c2cc(-c3nc(-c4cccnc4)no3)c3ccccc3n2)cc1	1.2	10.5
CC1(C)CC(=O)C2=C(C1)NCN(CCCN1CCOCC1)C2	1	1.0
Cn1c(SCCSc2nnc(-c3ccccc3)n2C)nnc1-c1ccccc1	0.9	-1.9

Assay outcomes (PubChem)
